From PubChem
ALOX12 inh: inhibitors of human 12S-lipoxygenase ALOX12 | P18054 | purified 12hLO, xylenol orange hydroperoxide absorbance | Potency, µM (series often up to 108 µM), inactives show at the top dose activity change, negative = inhibition, most hits filed as inhibitors | actives 1.1% (n = 580,000) | AID 1671190; note: % is set by controls: 0 for no effect and ±100 for the full control effect
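Purified human 12hLO at 150 nM in 25 mM Hepes, 0.01% Triton X-100, pH 7.0, preincubated 15 min at room temperature with compound. Reaction started with 40 uM arachidonic acid, 30 min at room temperature. Hydroperoxide measured by Fe-xylenol orange, 573/405 nm absorbance ratio.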
ERG Ets-DNA blk: inhibitors of human ERG Ets domain-DNA interaction | actives 0.028% (n = 370,000) | P11308 | fluorescence polarization, His-ERG Ets domain / labelled DNA | Potency, µM (titrated, usually from 76.9 µM), for inactives: at the top dose FP activity, negative = inhibition, actives largely listed as inhibitors | AID 624246; active = well fitted inhibition curve with a large enough effect in the polarisation, with a control signal flat; inconclusive = small, poorly fitted or top-dose-only effect, or effect the other way, or a change in a side signal; inactive = no such curve, though single readings can be large or run the other way; the % refers to the polarisation;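 note: polarization taken with two DNA probes labelled with fluorescein and Texas red; % of control where 0% means no effect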
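His-tagged ERG Ets domain (1 uM in the protein solution; 300mM KCl, 50mM Tris-HCl, 1mM EDTA, 1mM DTT, pH 7.5) received compound, then a probe mix of 5 nM fluorescein-DNA and 100nM Texas-615-DNA. Fluorescence polarization was read for both dyes.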
Tb PGK inh: T. brucei PGK inhibition. P07378. PGK/GAPDH coupled, Kinase-Glo luminescence, 60 min. Potency, µM (doses to about 57.5 µM), without a hit: at the top dose activity change, negative = inhibition, hits mostly inhibitors. actives 0.043% (n = 380,000). AID 602233; note: % is set by controls: 0 for no effect and ±100 for the full control effect; nearly all actives have a fitted effect of over 60% in size
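Recombinant glycosomal PGK reaction used 1,3-bisphosphoglycerate generated in-well by GAPDH (100nM final) in 100mM TEA pH 7.6, 5mM MgCl2, 0.01% Tween-20. After 60 minutes at room temperature, ATP was read by Kinase-Glo Plus luminescence end-point.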
Pin1 inh: blocks the human prolyl isomerase Pin1. Q13526. AID 504891. actives 0.009% (n = 390,000). Potency, µM (highest dose often 115 µM), without a hit: at the top dose activity, negative = inhibition, usual class: inhibitors. Pin1 FP peptide displacement, HiFluor488, 10 min; active = well fitted inhibition curve with a large enough effect in the polarisation, with a control signal flat, not every such curve was filed as active; inconclusive = small, poorly fitted or top-dose-only effect, or effect the other way, or a change in a side signal; inactive = no such curve, though single readings can be large or run the other way; the % refers to the polarisation; note: % is set by controls: 0 for no effect and ±100 for the full control effect
JMJD2A Tudor: JMJD2A Tudor domain (human) inhibition. O75164. AlphaScreen JMJD2A-Tudor / H3K4me3 peptide binding. Potency, µM (highest dose often 114 µM), for inactives: top-dose activity change, negative = inhibition, hits mostly inhibitors. actives 4.4% (n = 390,000). AID 504339; note: % is set by controls: 0 for no effect and ±100 for the full control effect; nearly all actives have a fitted effect of over 50% in size
rTrxR1 inhibitor: inhibitors of rat thioredoxin reductase 1; recombinant rTrxR1, NADPH fluorescence consumption, selenite substrate; Potency, µM (series often up to 114 µM), inactives show at the top dose activity change, negative = inhibition, actives largely listed as inhibitors; actives 1% (n = 390,000); AID 588453; note: % is set by controls: 0 for no effect and ±100 for the full control effect; nearly all actives have a fitted effect of over 65% in size
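Rat TrxR1 (90 nM in the dispensed reagent) was pre-reduced with 400 uM NADPH for 5 min at room temperature, then incubated with compound for 15 min. After 400 uM selenite was added, NADPH fluorescence (Ex 340/Em 450 nm) was followed for 8 min.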
GLS inh: glutaminase GLS (human) inhibition. O94925. GLS enzymatic activity, qHTS titration. Potency, µM (doses to about 45.5 µM), for inactives: at the top dose activity change, negative = inhibition, actives largely listed as inhibitors. actives 0.21% (n = 410,000). AID 624170; note: % is set by controls: 0 for no effect and ±100 for the full control effect
Target sequence (O94925 whole entry, looked up): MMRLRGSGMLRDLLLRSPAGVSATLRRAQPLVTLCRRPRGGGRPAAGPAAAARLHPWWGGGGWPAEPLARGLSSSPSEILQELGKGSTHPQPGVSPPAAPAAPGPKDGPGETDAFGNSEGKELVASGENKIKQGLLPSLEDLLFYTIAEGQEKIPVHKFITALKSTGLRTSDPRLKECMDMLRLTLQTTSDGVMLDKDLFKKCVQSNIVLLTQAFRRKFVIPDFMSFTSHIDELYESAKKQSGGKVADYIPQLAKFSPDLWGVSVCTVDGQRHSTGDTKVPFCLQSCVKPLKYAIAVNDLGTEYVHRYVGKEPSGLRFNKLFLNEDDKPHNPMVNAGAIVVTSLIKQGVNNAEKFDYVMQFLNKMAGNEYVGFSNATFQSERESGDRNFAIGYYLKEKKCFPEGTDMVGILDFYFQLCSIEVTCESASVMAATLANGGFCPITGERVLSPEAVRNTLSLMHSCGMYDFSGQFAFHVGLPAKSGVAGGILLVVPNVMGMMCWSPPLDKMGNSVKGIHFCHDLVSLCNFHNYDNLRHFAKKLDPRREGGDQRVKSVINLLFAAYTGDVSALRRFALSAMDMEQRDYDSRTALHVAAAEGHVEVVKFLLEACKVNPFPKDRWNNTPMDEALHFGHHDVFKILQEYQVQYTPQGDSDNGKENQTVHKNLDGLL
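Two-point fluorescence kinetic (t0, 30 min RT) for hKGA; glutamate detected via glutamate oxidase–HRP–Amplex Red. Substrate: 1 mM L-glutamine solution; buffer 45 mM KH2PO4, pH 8.2.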
HP1b chromo inh: blocks HP1-beta chromodomain binding to methylated histone tails. P83916. AlphaScreen HP1-beta / biotin-H3K9me3 peptide binding. Potency, µM (titrated, usually from 114 µM), inactives show at the highest dose activity change, negative = inhibition, hits mostly inhibitors. actives 0.56% (n = 390,000). AID 540317; note: nearly all actives have a fitted effect of over 70% in size; inactives centre near 23
Target sequence (P83916 whole entry, looked up): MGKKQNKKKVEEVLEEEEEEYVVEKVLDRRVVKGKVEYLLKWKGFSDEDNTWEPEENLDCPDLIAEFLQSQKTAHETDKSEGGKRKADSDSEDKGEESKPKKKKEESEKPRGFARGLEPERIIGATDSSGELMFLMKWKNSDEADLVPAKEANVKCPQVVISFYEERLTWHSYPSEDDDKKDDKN
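Compound inhibition of the preformed complex between 50 nM HP1-beta and 50 nM biotinylated H3K9me3 peptide was read by AlphaScreen. Buffer was PBS pH 7.4 with 0.01% Tween-20. Incubations ran 30 min at room temperature, with 10 ug/mL donor/acceptor beads.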
RGS4 inh: inhibitors of human regulator of G protein signaling 4; Transcreener GDP fluorescence polarization, RGS4-accelerated GTP hydrolysis; Potency, µM (titrated, usually from 114 µM), for the others: at the top dose activity change, negative = inhibition, actives largely listed as inhibitors; actives 0.039% (n = 390,000); note: % is set by controls: 0 for no effect and ±100 for the full control effect; nearly all actives have a fitted effect of over 75% in size; some results filed as inactive show a strong effect at the top dose
Target sequence (P49798 whole entry, looked up): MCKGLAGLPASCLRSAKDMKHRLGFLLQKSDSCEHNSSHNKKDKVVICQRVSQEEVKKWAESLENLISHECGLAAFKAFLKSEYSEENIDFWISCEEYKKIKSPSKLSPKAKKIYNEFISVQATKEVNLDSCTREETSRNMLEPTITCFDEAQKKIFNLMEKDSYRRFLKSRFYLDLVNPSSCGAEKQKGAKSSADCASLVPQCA
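MLSMR compounds (23 nl, pin-transferred) preincubated 10 min at room temperature with a 500nM (2x) first reagent, then RGS4 at 900nM (2x) plus Transcreener GDP mix added; fluorescence polarization (620/688 nm) read before and after 90 min at 30 °C.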
* hit, by the source's call; i = inactive; ? = inconclusive; / = no result given; & = joins results of further samples; [ ] = another dose, or the depositor's remark. Unless noted, calls come from the whole dose curve; as a rule, active = well fitted curve in the direction sought with a large enough effect; inconclusive = small, poorly fitted or top-dose-only effect, or another doubt; inactive = no such curve, though single readings can be large; an effect the other way counts as inactive or inconclusive. Potency is the fitted concentration of half-maximal effect. This is a subset (hit frequency here may not be typical).

SMILES | ALOX12 inh | ERG Ets-DNA blk | Tb PGK inh | Pin1 inh | JMJD2A Tudor | rTrxR1 inhibitor | GLS inh | HP1b chromo inh | RGS4 inh
CSc1sc(-c2ccnc(=S)[nH]2)c(-c2ccccc2)c1C#N | 89%[activator] | 1% | -1% | 1% | -1% | ? | 21% | 42%[activator] | -2%
CCCN(C(=O)Cn1ncc2c(=O)oc3ccccc3c21)c1cccc(C)c1 | -5%&-23% | -1%&-9% | -3%&-6% | -13%&2% | -15%&0% | 8%&-2% | 19%&-1% | 23%&20% | 6%&-13%
C=CCN(c1ccccc1)S(=O)(=O)c1cccc(C(=O)NNC(=O)c2ccccc2O)c1 | / | 11% | i | -2% | 89µM* | -11% | 16% | 4% | 5%
CSCCC(NC(=O)c1ccco1)C(=O)NCC(c1ccccc1)N(C)C (configuration not stated) | 39%[activator] | 3% | 13% | -3% | 1% | -5% | 2% | 38% | 5%
COc1ccc(S(=O)(=O)N2CCC(C(=O)N3CCC(C(N)=O)CC3)CC2)cc1Cl | -6% | -6% | -2% | -2% | -7% | -1%[57.1 µM] | 21% | 5% | 14%
Cc1cc(C=O)c(C)n1-c1ccc(Oc2ccc([N+](=O)[O-])cn2)cc1 | -12% | -2% | -4% | -2% | -10% | -11% | -5% | 22% | -5%
CCC(C)/C=C/C1=CC2=C(Cl)C(=O)C3(C)OC(=O)C(C(=O)C(C)C(C)O)C3C2=CO1 (configuration not stated) | ? | -2% | -12% | -22% | -35% | -18% | 5% | 3% | -39%
Cc1ccc(C(=O)c2cn(Cc3ccccc3F)c3cc4c(cc3c2=O)OCCO4)cc1 | ? | 1% | -3% | ? | 6% | 13% | -5% | 63%[activator] | 0%
Cc1csc(N(C(=O)Cc2ccccc2F)c2ccccc2)n1 | -1% | -6% | i | 1% | 5% | -9%[57.1 µM] | -8% | 40%[activator] | ?
COc1ccc(N2CCN(C(=O)c3cn(C4CCCC4)c(=O)c4c3c3ccccc3n4C)CC2)cc1 | ? | -10% | i | 3% | 14µM* | 16%[57.1 µM] | 3% | ? | -8%
COc1ccc(CCNC(=O)c2cn3ccc(C)cc3n2)cc1OC | -13% | -10% | 1% | -5% | -11% | 7% | -3% | 50%[activator] | -15%
O=S(=O)(Nc1ccc(-n2cnnn2)cc1)c1ccc(F)c(F)c1F | -12% | -3% | -8% | -1% | -4% | -1% | 3% | 19% | 5%
COCCN1C(=O)N[C@@H](c2cccc(C(F)(F)F)c2)C(C(=O)OC)=C1C | / | 0% | -1% | -7% | ? | 1% | 1% | 17% | ?
Cc1ccc(S[C@@H](CCN2CC[C@H](C)CCC2=O)c2ccccc2)cc1 | ? | -3% | 2% | ? | 41%[activator] | -9%[57.1 µM] | 2% | 111%[activator] | 4%
CC(Sc1nnc(-c2ccncc2)n1C)C(=O)Nc1ccc(N2CCOCC2)cc1 (configuration not stated) | 4% | -3% | 0% | 5% | -10% | 9% | 1% | 26% | 4%

The last three entries of the part above lead into the next:
SMILES | ALOX12 inh | ERG Ets-DNA blk | Tb PGK inh | Pin1 inh | JMJD2A Tudor | rTrxR1 inhibitor | GLS inh | HP1b chromo inh | RGS4 inh
COCCN1C(=O)N[C@@H](c2cccc(C(F)(F)F)c2)C(C(=O)OC)=C1C | / | 0% | -1% | -7% | ? | 1% | 1% | 17% | ?
Cc1ccc(S[C@@H](CCN2CC[C@H](C)CCC2=O)c2ccccc2)cc1 | ? | -3% | 2% | ? | 41%[activator] | -9%[57.1 µM] | 2% | 111%[activator] | 4%
CC(Sc1nnc(-c2ccncc2)n1C)C(=O)Nc1ccc(N2CCOCC2)cc1 (configuration not stated) | 4% | -3% | 0% | 5% | -10% | 9% | 1% | 26% | 4%
COc1ccc(-c2nc(S(=O)(=O)c3ccc(C)cc3)c(NCc3ccccc3)o2)cc1 | ? | -8% | / | 12% | ? | ? | -7% | 16% | -19%
CCCn1ncc(CN2CCN(Cc3ccc(C)o3)C(CCO)C2)c1C (configuration not stated) | -1% | 4% | -1% | -2% | -13% | 12% | 0% | -3% | 12%
CC(C(=O)N1CCc2ccccc21)N1CCN(S(=O)(=O)c2cccc(C(F)(F)F)c2)CC1 (configuration not stated) | 9% | 3% | 1% | ? | 0% | 20% | -2% | 49%[activator] | 21%
CCOc1ccc(NC(=O)Cn2cc(C(=O)CC)c3ccccc32)cc1 | / | 14% | / | 6% | ? | 14% | -9% | 12% | ?
CC1CCCCC1NC(=O)CSc1nnc(-c2ccncc2)n1CCCN(C)C (configuration not stated) | 0.35µM* | -2% | -9% | -2% | 3.5µM* | -2% | -7% | 28µM* | 8%
O=C(NC1CC1)c1ccc2c(c1)N(Cc1ccccc1)CCS2 | 16% | 0% | -8% | 4% | -8% | -1% | 20% | 21% | -6%
C#CCOCCOCCOCCNc1nc(N2CCN(C(=O)Cn3cc(CCO)nn3)CC2)nc(N2CCN(C(=O)[C@H](C)n3cc(CCCN=C(N)N)nn3)CC2)n1 | ? | 13% | -3% | -3% | -33% | 17% | 4% | 9% | 3%
CCOC(=O)c1cc(NC(=O)NCc2ccco2)c(C)nc1C | 6% | 5% | i | -6% | -6% | -3% | -3% | 23% | -7%
N#C/C(=C\c1ccc(Cl)s1)C(=O)N1CCN(c2ccccc2)CC1 | ? | -9% | -2% | 0% | ? | 7% | 0% | -17% | 1%
Cc1ccc(CNC(=O)CCS(=O)(=O)c2cc(Br)cc3c2N(C(=O)C2CC2)CC3)cc1 | -16% | 2% | -1% | 5% | -20% | -1% | -9% | 24% | 1%
COC(=O)c1cc(OC)c(OC)cc1NC(=S)N1CCCCC1 | 19% | -8% | -17% | -8% | -9% | 2% | 27% | 35% | -25%
O=C(Nc1ccc2snnc2c1)N1CCOCC1 | ? | 3% | -2% | 0% | -5% | 0%[57.1 µM] | 4% | 21% | -14%
Cc1ccc(OCC(O)Cn2c(N3CCCCC3)nc3c2c(=O)[nH]c(=O)n3C)cc1 (configuration not stated) | 12% | -1% | i | -1% | -10% | 13% | -5% | 44%[activator] | 1%
CCc1c(C)nc2c(OC)cccc2c1Cl | -11% | 0% | i | 12% | -7% | -8%&-14% | -5% | 48%[activator] | -10%
Cc1ccc(S(=O)(=O)N2C=CC(C(F)(F)F)=NCC2)cc1 | 0% | 3% | 4% | -2% | -9% | -5% | 2% | 23% | 4%

Among those listed so far, 3 contain a CF3 group:
SMILES | ALOX12 inh | ERG Ets-DNA blk | Tb PGK inh | Pin1 inh | JMJD2A Tudor | rTrxR1 inhibitor | GLS inh | HP1b chromo inh | RGS4 inh
COCCN1C(=O)N[C@@H](c2cccc(C(F)(F)F)c2)C(C(=O)OC)=C1C | / | 0% | -1% | -7% | ? | 1% | 1% | 17% | ?
CC(C(=O)N1CCc2ccccc21)N1CCN(S(=O)(=O)c2cccc(C(F)(F)F)c2)CC1 (configuration not stated) | 9% | 3% | 1% | ? | 0% | 20% | -2% | 49%[activator] | 21%
Cc1ccc(S(=O)(=O)N2C=CC(C(F)(F)F)=NCC2)cc1 | 0% | 3% | 4% | -2% | -9% | -5% | 2% | 23% | 4%

Following part.
SMILES | ALOX12 inh | ERG Ets-DNA blk | Tb PGK inh | Pin1 inh | JMJD2A Tudor | rTrxR1 inhibitor | GLS inh | HP1b chromo inh | RGS4 inh
Cc1ccc(Cl)cc1NC(=O)CCn1c(=O)c2cccn2c2cccnc21 | -25% | 6% | -2% | 3% | -1% | 16% | 1% | 54%[activator] | 1%
COC(=O)c1cscc1S(=O)(=O)Cc1ccccc1 | 4% | -2% | 4% | 4% | -6% | 20µM* | 10% | 63%[activator] | -1%
CSc1ccccc1-c1n[nH]c(=S)o1 | -17% | 3% | 7% | -4% | ? | 1%[57.1 µM] | 8% | -3% | ?
O=C1CCC(=O)N1CC(O)COc1ccccc1 (configuration not stated) | 0% | -1% | 8% | 0% | -1% | 5%[57.1 µM] | -5% | 31% | -6%
O=C(OCC#CCSc1nnc(-c2cccc3ccccc23)o1)c1cc2ccccc2o1 | -5% | / | -6% | -1% | 15% | 51%[activator][57.1 µM] | -4% | 61%[activator] | 16%
CCn1nc(NS(=O)(=O)c2ccc(C)cc2)c2cc3ccccc3nc21 | 17% | 3% | i | -10% | -15% | 16% | 13% | 46%[activator] | 1%[11.4 µM]
O=C(Nc1cccc(S(=O)(=O)N2CCCCC2)c1)c1ccco1 | 20% | 11% | i | -1% | -11% | 3% | 1% | 38% | -24%
CCC(Cc1ccccc1)NC(=O)C1CCN(c2nn3c(=O)cc(C)nc3s2)CC1 (configuration not stated) | 22% | -3% | 1% | -5% | 13% | 25% | 5% | 20% | 27%
O=C(Nc1cccc(F)c1)/C(=C\c1ccco1)NC(=O)c1ccco1 | ? | -5% | i | ? | -34% | ? | 2% | 20% | 18%[56.9 µM]
O=C(Nc1ccccc1)c1nnn(Cc2ccccc2)c1NC(=O)C(F)(F)F | -15% | 1% | 2% | 3% | -10%[57.1 µM] | 8% | 9% | 43%[activator] | 22%[56.9 µM]
CN1CCN(CC(=O)Nc2cc(N3CCOCC3)ccc2[N+](=O)[O-])CC1 | -4% | -7% | -10% | ? | -13% | 4% | -1% | 18%[57 µM] | 2%
S=C(NCc1ccco1)N1CCN(Cc2ccco2)CC1 | ? | -2% | -10% | 4% | 4.5µM* | 5% | 0% | ? | -33%
